Screening data as filed in PubChem BioAssay.
proKLK7 act: activators of human kallikrein-7 zymogen; 370,000 compounds, 0.9% hits; purified proKLK7, EDANS-DABCYL substrate fluorescence; 100% is mature enzyme control, 0% vehicle; activation, % at 7 µM; AID 652039; P49862;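 active = activation above the mean of all tested compounds plus 3 SD, computed per campaign excluding outliers beyond control limits, cut at about 13% in these data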
Target sequence (P49862 whole entry, looked up): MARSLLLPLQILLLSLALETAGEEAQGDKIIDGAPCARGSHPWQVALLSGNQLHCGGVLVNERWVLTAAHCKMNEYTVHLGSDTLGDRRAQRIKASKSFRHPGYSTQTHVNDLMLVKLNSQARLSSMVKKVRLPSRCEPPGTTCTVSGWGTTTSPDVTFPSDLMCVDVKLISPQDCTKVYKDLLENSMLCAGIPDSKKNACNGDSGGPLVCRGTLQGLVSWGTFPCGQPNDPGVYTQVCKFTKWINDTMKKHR
ARFGAP1 inh: inhibitors of rat ARFGAP1; Arfgap1-stimulated ARF1 GTP hydrolysis, GDP FP detection; AID 651572; Q62848; inhibition, % at 16.5 µM; 360,000 compounds, 0.26% hits;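 active = inhibition above a per-plate limit, mean inhibition of low control wells plus 3 SD, cut at about 25% in these data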;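 also: 0% = DMSO wells with enzyme and 100% = wells lacking Arfgap1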
Target sequence (Q62848 1-136 limits assumed): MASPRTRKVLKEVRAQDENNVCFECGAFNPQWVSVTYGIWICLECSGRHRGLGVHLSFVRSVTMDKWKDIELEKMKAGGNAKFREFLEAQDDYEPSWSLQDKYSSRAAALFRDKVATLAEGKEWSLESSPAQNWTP
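Material: truncated rat Arfgap1 GAP domain; Incubation: compound-enzyme preincubation 20 min, reaction 120 min, detection 60 min, 25 °C; Read-out: percent inhibition of Arfgap1-stimulated GTP hydrolysis; Technique: FP, GDP Alexa 633 tracer displaced from anti-GDP antibody, 620/688 nm; Controls: No-Arfgap1 wells (100%) versus DMSO full-reaction wells (0%); Replication: single well per compound.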
ASAP1 GAP inh: blocks human ASAP1-stimulated Arf1 GTP hydrolysis | Q9ULH1 | GDP FP detection | inhibition, % at 16.5 µM | 360,000 compounds, 0.19% hits | AID 624377; in the data active = inhibition above about 25%;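 also: 0% = vehicle with enzyme and substrate and 100% = no enzyme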
PLCb3 inh: blocks human PLC-beta3 enzyme activity | 370,000 compounds, 0.18% hits | Purified PLC-beta3, fluorogenic substrate, fluorescence | Q01970 | AID 720704 | inhibition, % at 12.2 µM; in the data active = inhibition above about 11%;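 also: 0% = median of compound wells on plate and 100% = full blocker control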
PLCg1 inh: inhibitors of human phospholipase C gamma1 | P19174 | purified PLC-gamma1, fluorogenic substrate, fluorescence | inhibition, % at 12.2 µM | 370,000 compounds, 0.84% hits | AID 720700; in the data active = inhibition above about 9.5%
MBD2 inh: MBD2-methylated oligo binding inhibition; Q9UBB5; TR-FRET, MBD2 binding to methylated oligonucleotide; inhibition, % at 4.4 µM; 370,000 compounds, 0.31% hits; AID 686964; in the data active = inhibition above about 13%
ADAM17 inh: inhibitors of human ADAM17; inhibition, % at 6.95 µM; recombinant ADAM17, EDANS/DABCYL FRET peptide cleavage; 370,000 compounds, 0.83% hits;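 active = inhibition above the mean of compounds lying between control limits plus 3 SD, set per campaign, cut at about 8.5% in these data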;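 also: 0% = DMSO-only wells as the low control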
Target sequence (P78536 215-824 limits assumed): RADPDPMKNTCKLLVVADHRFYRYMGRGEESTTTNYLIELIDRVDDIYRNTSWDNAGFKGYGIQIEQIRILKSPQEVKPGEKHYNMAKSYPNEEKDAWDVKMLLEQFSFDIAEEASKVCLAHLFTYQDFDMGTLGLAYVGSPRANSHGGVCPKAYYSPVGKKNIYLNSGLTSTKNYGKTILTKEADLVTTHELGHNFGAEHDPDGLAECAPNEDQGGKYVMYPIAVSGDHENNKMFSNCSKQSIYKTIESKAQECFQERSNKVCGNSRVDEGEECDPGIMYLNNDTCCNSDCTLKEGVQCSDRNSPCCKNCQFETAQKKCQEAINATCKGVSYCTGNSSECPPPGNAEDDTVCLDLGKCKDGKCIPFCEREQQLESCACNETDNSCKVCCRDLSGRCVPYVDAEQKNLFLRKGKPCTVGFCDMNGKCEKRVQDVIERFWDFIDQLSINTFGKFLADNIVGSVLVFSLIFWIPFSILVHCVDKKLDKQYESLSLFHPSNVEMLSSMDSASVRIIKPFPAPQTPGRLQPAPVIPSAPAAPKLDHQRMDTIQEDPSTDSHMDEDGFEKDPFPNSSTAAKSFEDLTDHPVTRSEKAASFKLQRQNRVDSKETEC
DDE Tn7 FP inh: DD(E)-Tn7 binding inhibition, primary FP screen. P02675. inhibition, % at 8.3 µM. 370,000 compounds, 0.13% hits. AID 720508. FP displacement of FITC-Tn7 peptide from fibrin DD(E); 0% = median of compound wells per plate;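 active = inhibition above the mean of compounds falling within the control limits plus 3 SD of them, cut at about 14% in these data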;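 also: 0% = plate median of compound wells and 100% = 10 µM Aha-Tn7 peptide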
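Test system: human clot-derived fibrin DD(E) complex / Quantity: 2 µM final DD(E) protein / Incubation: 10 min plus 3 h, room temperature / Measured by: fluorescence polarization / Benchmarks: high control of 10 µM Aha-Tn7 peptide / Replicates: singlicate testing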
DDE Tn6 FP inh: DD(E)-Tn6 binding inhibition, primary FP screen; P02675; Fibrin DD(E) TRITC-Tn6 fluorescence polarization displacement; inhibition, % at 8.3 µM; 370,000 compounds, 0.21% hits;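 active = inhibition above a per-campaign cutoff: mean of compounds within control limits plus 3 SD, cut at about 15% in these data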;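 also: 0% = median of all compound wells on the plate and 100% = blocking peptide control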
UHRF1 binding: blocks human UHRF1 binding to methylated DNA; AID 687016; UHRF1 binding to methylated oligo, TR-FRET; 370,000 compounds, 0.75% hits; inhibition, % at 4.4 µM; in the data active = inhibition above about 21%;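 also: UHRF1 SRA domain binding a hemimethylated CpG hairpin DNA probe; 0% = median of test compound wells and 100% = reference inhibitor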
* = called active by the depositor; i = inactive; nt = no result given; & = joins results of further samples.

ASAP1 GAP inh	DDE Tn7 FP inh	UHRF1 binding	DDE Tn6 FP inh	ADAM17 inh	PLCb3 inh	proKLK7 act	ARFGAP1 inh	PLCg1 inh	MBD2 inh	mol
3	0	5	-7	-2	-13	-0.2	4	-8	10	N#Cc1cccc(NC(=O)CNc2cc(S(=O)(=O)N3CCOCC3)ccc2N2CCCC2)c1
-2	4	10	-11	-54	-26	1.5	0	-17	3	OCc1cc(CO)c(O)c(CCc2ccccc2)n1
0	5	0	4	5	3	-0.4	-3	2	-2	Cc1ccc(N(C(=O)Cc2cccs2)C(C(=O)NC2CCCC2)c2ccncc2)cc1 (stereo unspecified)
7	-6	-1	-1	-1	2	-0.5	13	0	0	CC1(C(=O)OCC(=O)NCc2ccc(Cl)cc2)CC1(Cl)Cl (stereo unspecified)
14	7	1	1	-2	-5	-0.6	3	-4	0	Clc1ccc2nc(-c3ccccc3)c(CC3CCCCC3)n2c1
10	-5	7	3	1	4	0.3	4	4	-3	CCS(=O)(=O)N1CCN(c2c(Cl)cccc2[N+](=O)[O-])CC1
-9	-1	0	-3	2	6	0.4	3	2	-3	COc1cc(OC)c(OC)cc1CNCCNC(=O)c1nonc1N
2	-11	-4	0	-2	1	-0.4	-5	1	2	O=C(Nc1ccc(Cl)cn1)c1ccc2ccccc2n1
5	-1	-2	-4	-1	-31	-1.1	12	-24	-4	Cc1cc(-c2cc(NC(=O)Cc3c[nH]c4ccccc34)ccc2N(C)c2cccnc2)ccc1F
1	8	5	0	0	8	0.4	-5	8	3	CNCC(O)COc1ccccc1 (stereo unspecified)
3	4	-3	5	0	-1	0.1	0	-5	-12	CC(C)(C)NC(=O)NC(=O)COC(=O)c1ccc(OC(F)F)cc1
14	7	-1	5	-10	-6	0.2	5	-9	2	CCOC(=O)C1(O)CSc2nc3sc(C(=O)O)c(C)c3c(=O)n21 (stereo unspecified)
11	7	-4	-4	1	-1	0.6	5	1	1	COc1ccc(NC(=O)C(OC(=O)Cn2cnc3c2c(=O)n(C)c(=O)n3C)c2ccccc2)cc1Cl (stereo unspecified)
2	5	-2	1	1	-26	-0.6	-3	-11	6	Cc1onc(-c2ccccc2)c1-c1nnc(COC(=O)c2ccc(N(C)C)cc2)o1
-15	-3	3	8	-1	4	0.3	11	1	-4	CCc1cccc(CC)c1N(COC)C(=O)Cn1ccccc1=N
0	2	-1	2	-58	-83	-16	4	-51	0	COC(=O)c1cc(=O)n2c(sc3ccccc32)c1C#N
-9	9	0	9	-2	-4	0.0	-3	0	0	COc1ccc(C(c2nnnn2C2CCCC2)N2CCN(C(=O)c3ccco3)CC2)cc1OC (stereo unspecified)
-12	4	3	8	-6	-5	0.2	-5	3	4	COc1ccc(-c2nnc(SCC(=O)NC3CCCCC3)n2N)cc1
-4	-4	-1	0	2	2	-0.3	-3	3	-1	Cc1ccc(C(=O)N2CCN(c3ccccc3Cl)CC2)cc1[N+](=O)[O-]
nt	-1	-1	3	-28	-103	nt	nt	-81	0	C[C@H]1[C@@H](NC(=O)c2cccc(N(C)C)c2)CC[C@@]23CCCN2C(=O)CCC[C@@H]13
-5	-1	1	-1	-2	-2	0.5	4	0	6	COc1cc(-c2nnn(CC#N)n2)ccc1OCc1ccccc1
8	-2	5	2	-14	-119	2.0	0	-80	-1	COC(=O)C(C)Oc1ccc2c(c1)O/C(=C\c1ccco1)C2=O (stereo unspecified)
-4	3	0	2	-5	-6	-0.2	-10	-4	-1	Cc1ccc(-n2c(SCC(=O)O)nc3sc4c(c3c2=O)C(C)CCC4)cc1 (stereo unspecified)
44*	1	-4	-3	0	0	0.4	31*	4	-14	O=C1C(N2CCOCC2)=C(n2nnc3ccccc32)C(=O)c2ccccc21
7	5	-4	4	-5	-2	-0.1	3	4	1	COc1ccc(NC(=O)CN(C)C(=O)C2CC(=O)N(CCc3ccc(OC)c(OC)c3)C2)cc1 (stereo unspecified)
-7	-3	0	2	0	-3	-0.4	-1	1	0	CCOc1ccccc1N(CC(=O)NC1CCCCC1)C(=O)CCC(=O)Nc1nccs1
3	3	8	7	-3	-7	-0.2	-13	-5	-3	Oc1ccc(N=Cc2ccc(OCc3ccccc3)cc2)cc1
-9	-1	0	4	-4	-1	-0.2	-2	3	-1	O=C(CN1CCN(c2ccccn2)CC1)NC(=O)NC1CCCCC1
-4	-1	1	3	-4	-4	-0.2	-2	-1	3	Cc1cc([N+](=O)[O-])nn1CCCC(=O)Nc1ccc2c(c1)OCO2
2	1	2	6	-5	-7	0.2	-2	-1	2	O=C(Nc1cccc(NC(=O)c2ncn[nH]2)c1)c1cccc(Cl)c1
18	1	2	-9	-6	-15	0.4	14	-12	5	Cc1nc2sc(C(c3ccco3)N3CC(C)OC(C)C3)c(O)n2n1 (stereo unspecified)
0	-4	4	-2	-4	6	0.3	2	-1	5	CCCc1c(C(=O)Nc2cc(C)on2)cnn1-c1ccccc1
-18	8	-2	-3	3	-3	0.3	2	-11	1	C=C(C)C1CC=C(C)/C(=N/NC(=O)COc2ccc(C)cc2)C1 (stereo unspecified)
1	3	-1	-4	0	-5	-0.3	1	-1	-5	COc1ccccc1NC(=O)CSc1nnnn1C1CCCCC1
-8	0	1	11	-5	-13	-0.6	7	-6	-2	COc1ccc(CCNC(=O)COc2ccc3c(C)cc(=O)oc3c2)cc1
-2	-5	-3	-4	-5	-8	-0.2	-3	-3	-2	O=C(N/N=C/c1ccc([N+](=O)[O-])o1)c1cccc(S(=O)(=O)N2CCOCC2)c1
-7	4	1	7	-13	-1	-0.3	-1	3	2	COc1ccc(-c2nc3ccccc3c(=O)n2CCOc2c(C)cccc2C)cc1
20	-5	0	2	-5	-1	-0.1	0	1	-4	CC12C=CC(=O)C=C1CCC1C2CCC2(C)C(C(=O)CO)CCC12 (stereo unspecified)
1	4	1	-7	-3	-7	-0.1	-1	-3	2	COc1ccc(/C=C(\NC(=O)c2ccco2)C(=O)N2CCCCC2)cc1
-2	6	0	6	1	7	0.9	2	2	3	COC(=O)C1=C(C)N(Cc2cccc(C(F)(F)F)c2)C(=NCC2CC2)NC1c1cccc(C(F)(F)F)c1 (stereo unspecified)
0	-3	-1	3	-1	-10	-0.2	12	-1	0	C/C(=N/NC(=O)COc1ccc(C(C)(C)C)cc1)c1ccc(N2CCOCC2)cc1
-10	-2	-1	2	-4	-6	-0.2	10	5	2	Cc1cc(C)n(CCN(C)C(=O)C2CCC(=O)N(CCc3cccc(F)c3)C2)n1 (stereo unspecified)
-8	-8	-2	-1	-6	0	-0.2	9	1	1	Cc1c(C(=O)C(=O)NCc2ccco2)c2ccccc2n1C
3	0	-1	0	-2	-4	-0.7	-7	-1	3	NC(=O)c1ccsc1NC(=O)COC(=O)[C@@H]1CCCN1C(=O)c1cccs1
6	-5	2	-3	-3	0	-0.1	9	5	0	O=C(Nn1c(=O)[nH]c2ccccc2c1=O)c1ccco1

The last four compounds of the section above lead into the next.
ASAP1 GAP inh	DDE Tn7 FP inh	UHRF1 binding	DDE Tn6 FP inh	ADAM17 inh	PLCb3 inh	proKLK7 act	ARFGAP1 inh	PLCg1 inh	MBD2 inh	mol
-10	-2	-1	2	-4	-6	-0.2	10	5	2	Cc1cc(C)n(CCN(C)C(=O)C2CCC(=O)N(CCc3cccc(F)c3)C2)n1 (stereo unspecified)
-8	-8	-2	-1	-6	0	-0.2	9	1	1	Cc1c(C(=O)C(=O)NCc2ccco2)c2ccccc2n1C
3	0	-1	0	-2	-4	-0.7	-7	-1	3	NC(=O)c1ccsc1NC(=O)COC(=O)[C@@H]1CCCN1C(=O)c1cccs1
6	-5	2	-3	-3	0	-0.1	9	5	0	O=C(Nn1c(=O)[nH]c2ccccc2c1=O)c1ccco1
14	-3	13	-1	-4	-6	0.7	1	-1	7	CN(c1ccccc1)S(=O)(=O)c1cccc(C(=O)NCCc2ccc(O)c(O)c2)c1
-5&-11	-1&2	0&-1	-3&5	-6&-8	-33&-41	2.8&3.8	-18&9	-25&-33	2&-4	CCOC(=O)c1c(CN2CCCCC2)oc2ccc(OC)cc12
5	1	-4	-2	1	-5	0.5	-6	4	-1	Cn1c(=O)c2c(nc3n2CC(COc2ccccc2)O3)n(C)c1=O (stereo unspecified)
16	-8	80*	-3	1	-1	-0.3	7	-1	3	CCc1cc(Cn2nc(-c3ccccc3)cc2C(=O)O)on1
-10	-9	-2	0	i	i	60*	8	i	0	Cn1c(C(=O)NCCN2CCOCC2)cc2c(=O)n3ccccc3nc21
-21	3	13	-1	-7	-4	-1.2	-14	-6	-6	c1csc(-c2cn3c(n2)SCC3)c1
1	2	1	0	-3	3	0.1	-6	-1	-2	COc1cc(NC(=O)c2ccccc2[N+](=O)[O-])ccc1NC(=O)C(C)C
-3	3	0	4	-3	2	0.8	3	-2	2	CCC(=O)c1ccc(OCCn2cnc3ccccc32)cc1
20	2	7	6	-5	-11	-0.6	7	1	3	CC(C)(C)c1ccc(C(=O)NCc2nnc(SCC(=O)NC3CCCCC3)o2)cc1
-4	3	0	9	-4	2	0.4	-3	-29	-2	CC(C)CC(NC(=O)C1CCC(C)CC1)C(=O)NCc1ccccn1 (stereo unspecified)
3	-3	-6	3	2	1	-0.5	-2	8	-8	O=C(N/N=C/c1ccc2cccnc2c1)c1ccco1
1	1	-2	0	1	0	0.1	-3	2	-4	Cc1ccc(NC(C)C(=O)N/N=C/c2ccc([N+](=O)[O-])s2)cc1 (stereo unspecified)
7	0	1	4	2	4	0.0	7	-2	1	CC(C)(Oc1ccc(Cl)cc1)C(=O)NCc1ccc(S(N)(=O)=O)cc1
-15	2	7	-5	-8	-12	-0.1	3	5	7	CCc1ccc(NC(=O)COC(=O)Cn2cnc3ccccc32)cc1
6	1	5	-4	3	1	-0.2	9	3	3	CC1(C)C(Cl)C(=O)C(C(=O)c2ccccc2)C(=O)C1Cl (stereo unspecified)
-5	-5	-1	-9	-3	-11	0.1	12	-1	2	COCCCNC(=S)N1CCC(NC(=O)Nc2ccc(C)cc2)CC1
-4	-5	4	-10	-1	-6	-0.5	-10	2	-8	O=C(O)c1cccc(OS(=O)(=O)c2cc(Br)ccc2Br)c1
0	-7	5	-13	13*	4	0.2	-2	6	2	O=C1C=C(/C=C/C2C=CC=CC2)C[C@@H](c2ccc(Cl)cc2)C1 (stereo partly specified)
1	1	15	0	-3	-1	0.5	1	1	5	CC(C)NC(=O)CC(=O)N/N=C/c1ccc(Br)cc1
12	-6	-3	-6	1	-11	-0.1	-2	-5	0	O=C(O)c1c2c(nc3ccccc13)/C(=C/c1ccccc1[N+](=O)[O-])CCC2

The order is random (roughly 4.1% active in at least one column).
